Source: PubChem
PPARg SRC2 recr: agonists of SRC-2 recruitment by human PPARgamma; PPARgamma LBD-SRC-2 recruitment, biochemical; 200,000 compounds, 0.34% hits; activation, % at 8 µM; in the data active = activation above about 22%;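 also: 0% = vehicle and 100% = reference agonist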
TNAP act hi DEA: increases human TNAP activity under high phosphate acceptor concentration. 200,000 tested, under 10 active. purified TNAP, CDP-star luminescence, 1 M DEA, 30 min; hits give high values; 0 = EDTA background, 1 = DMSO-only activity. AID 1136. activation factor at 20 µM;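 active = activation factor at least 2 at 20 µM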
Target sequence (P05186 whole entry, looked up): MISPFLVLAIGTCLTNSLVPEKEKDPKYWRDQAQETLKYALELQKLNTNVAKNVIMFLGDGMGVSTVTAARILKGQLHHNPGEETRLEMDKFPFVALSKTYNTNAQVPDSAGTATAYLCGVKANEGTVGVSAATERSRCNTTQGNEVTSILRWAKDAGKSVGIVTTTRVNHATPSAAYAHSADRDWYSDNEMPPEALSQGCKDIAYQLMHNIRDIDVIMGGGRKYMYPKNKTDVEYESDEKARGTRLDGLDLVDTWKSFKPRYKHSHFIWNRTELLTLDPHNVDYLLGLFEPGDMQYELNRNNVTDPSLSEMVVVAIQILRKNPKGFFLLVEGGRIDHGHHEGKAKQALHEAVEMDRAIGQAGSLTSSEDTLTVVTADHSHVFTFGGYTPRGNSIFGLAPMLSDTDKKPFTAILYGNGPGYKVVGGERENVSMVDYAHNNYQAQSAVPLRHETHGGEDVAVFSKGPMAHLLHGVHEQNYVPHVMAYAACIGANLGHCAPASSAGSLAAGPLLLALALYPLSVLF
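Dosing: 20 µM single point. System: human TNAP. Amount: TNAP 1/800 final. Incubation: 30 min, room temperature. Read-out: TNAP activation factor scaled between EDTA and DMSO control wells. Signal: luminescence from CDP-star hydrolysis. Medium: 1 M DEA, pH 9.8, Mg2+, Zn2+. Control set: EDTA negative control, DMSO positive control.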
STAT3 blocker: STAT3 signaling inhibition; AID 862; U3A cells, IL-6 STAT3-luciferase reporter, luminescence; host cell line lacks STAT1; 190,000 compounds, 0.89% hits; inhibition, % at 5.5 µM;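 active = inhibition above the mean inhibition across all screened compounds plus 3 SD, cut at about 44% in these data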;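 also: 0% = DMSO only wells and 100% = 100 µM nifuroxazide control wells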
bIAP inhibitor: intestinal alkaline phosphatase (bovine) inhibition. purified bovine IAP, CDP-star luminescence, 30 min. inhibition, % at 20 µM. 190,000 tested, under 10 active. AID 1019;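 active = over 50% inhibition of intestinal alkaline phosphatase at 20 µM in the single-dose screen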
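System: purified bovine intestinal alkaline phosphatase (IAP) enzyme; Input: IAP diluted 1/65,000,000 in the well; Measured by: CDP-star luminescence signal; Compound dosing: 20 µM single dose; Incubation: 30 min reaction at room temperature.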
STAT1 blocker: STAT1 signaling inhibition | 200,000 compounds, 0.35% hits | NIH 3T3 STAT1-luciferase reporter, IFN-gamma, luminescence | inhibition, % at 5.5 µM;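 active = inhibition above a set limit, the mean inhibition across all tested compounds plus 3 SD, cut at about 34% in these data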;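 also: 0% = IFN-gamma with DMSO and 100% = IFN-gamma with 300 µM nifuroxazide; values of inactives mirror those of a sister screen read the other way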
bIAP activator: intestinal alkaline phosphatase (bovine) activation; purified bovine IAP, CDP-star luminescence, 30 min; hits give high values; fold of DMSO-control signal, blank-subtracted; activation factor at 20 µM; 200,000 compounds, 0.17% hits; AID 1016;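 active = activation factor of 2 or more at 20 µM, a signal rise over negative controls twice the positive control's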
PPARg SRC1 recr: promotes SRC-1 coactivator recruitment by human PPARgamma; 200,000 compounds, 0.41% hits; P37231; PPARgamma-SRC-1 coactivator recruitment biochemical assay; activation, % at 8 µM; in the data active = activation above about 19%;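 also: 0% = DMSO and 100% = reference agonist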
ROMK primary: modulates human ROMK potassium channel activity; P48048; AID 1918; 130,000 compounds, 2% hits; Tet-inducible ROMK, thallium flux fluorescence; actives lie on both sides; B-score at 10 µM;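 active = signal ratio slope over the read window, or its plate-corrected B-score, at least 3 SD from the plate mean, either direction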;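 also: B-score of the F/F0 ratio slope over 7 to 12 s after thallium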
Target sequence (P48048 whole entry, looked up): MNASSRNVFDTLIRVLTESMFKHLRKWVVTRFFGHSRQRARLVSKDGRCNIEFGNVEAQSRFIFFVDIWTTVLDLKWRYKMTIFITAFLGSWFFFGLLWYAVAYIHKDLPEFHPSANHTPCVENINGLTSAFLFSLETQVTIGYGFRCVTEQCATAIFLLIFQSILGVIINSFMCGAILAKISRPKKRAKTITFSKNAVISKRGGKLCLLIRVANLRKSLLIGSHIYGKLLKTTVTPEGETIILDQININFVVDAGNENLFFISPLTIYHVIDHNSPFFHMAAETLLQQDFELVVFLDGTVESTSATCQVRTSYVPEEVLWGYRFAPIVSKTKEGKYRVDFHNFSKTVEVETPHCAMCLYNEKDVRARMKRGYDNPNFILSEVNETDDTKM
PPARg SRC-3 ag: promotes SRC-3 coactivator recruitment by human PPARgamma; activation, % at 8 µM; 200,000 compounds, 0.26% hits; biochemical PPARgamma/SRC-3 coactivator recruitment assay; P37231; in the data active = activation above about 23%;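 also: 0% = DMSO and 100% = reference agonist; some compounds past the cut are filed as inactive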
STAT3 act: increases IL-6 driven STAT3 reporter signal; U3A cells, IL-6 STAT3-luciferase reporter, luminescence; 100% = signal with IL-6 EC80 alone; activation (% of control), % at 5.6 µM; 190,000 compounds, 0.91% hits; AID 871;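 active = activation above the screen-wide mean of compound activation plus 3 SD, cut at about 130% in these data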;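 also: 0% = background luminescence of wells with medium and substrate only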
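Material: human U3A cells carrying STAT3-luciferase construct. Measured by: reporter luminescence signal. Timing: compound 1 h, then IL-6 6 h at 37 °C.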
SRC2 TRFRET art: TR-FRET artefact, counter-screen to PPARgamma/SRC-2 agonist assay. hits give high values. TR-FRET ratio at 8 µM. 200,000 compounds, 0.4% hits; in the data active = TR-FRET ratio above about 2000; also: inactives centre near 1500
* marks the source's active call; other numbers are inactive results; x = no result given. Hits appear at their usual frequency; 3.7% or so of the library scored in one or more.

SMILES	PPARg SRC2 recr	TNAP act hi DEA	STAT3 blocker	bIAP inhibitor	STAT1 blocker	bIAP activator	PPARg SRC1 recr	ROMK primary	PPARg SRC-3 ag	STAT3 act	SRC2 TRFRET art
Cc1cnn(-c2cc(N/N=C/c3cccc(F)c3)ncn2)c1	3	1	-4	4	-3	1	2	0.04	2	101	1544
O=C(N/N=C/c1ccc(-c2cccc(C(F)(F)F)c2)o1)c1ccccc1Br	13	1	20	10	-8	0.9	6	x	16	84	1602
COc1ccc(/C=N/n2cnc3c([nH]c4ccccc43)c2=O)cc1COc1ccccn1	-5	1	5	2	11	1	-6	0.01	-2	107	1558
CCOc1cc([C@@H]2C[C@H]3CN(c4ccccc4)C(=O)[C@]34CCCN24)ccc1OC	2	1	-1	-2	1	1	6	1	0	112	1592
CCC(CC)NC(=O)c1ccccc1Oc1ccccc1	2	1.1	3	14	-3	0.9	2	1.9	-8	103	1440
COc1cc(NC(=O)c2ccccc2Cl)c(OC)cc1NC(=O)CN1CCCCC1	2	1	22	-13	5	1.1	2	0.78	3	83	1657
Cc1cc(Cl)ccc1Oc1nccc(N(C)C)c1C#N	1	1	29	2	-7	1	-1	x	8	84	1469
CCCC(=O)Nc1nc2ccc3nc(C)sc3c2s1	-1	1	26	4	-28	1	2	1	-2	81	1682
COc1ccc(OC)c(NC(=O)CNC(=O)Cn2cnc3ccccc3c2=O)c1	-3	1	-3	2	0	1	-10	x	2	106	1548
c1ccc(-c2nc(-n3ccnc3)nc(-n3ccnc3)n2)cc1	11	0.9	19	-3	-25	1	11	-1.4	7	87	1715
Cc1ccc(-n2c(SCC(=O)Nc3cc(S(=O)(=O)N4CCOCC4)ccc3Cl)nc3ccccc3c2=O)cc1	-6	1	-4	8	-3	0.9	1	x	0	106	1481
CCOC(=O)C1=C(N)OC(CCl)=C(C#N)C1c1ccsc1 (stereo unspecified)	-1	1	1	10	2	0.9	-6	-3.5*	-1	100	1564
CCc1ccc(Nc2nnc(SCC(=O)Nc3cccc(S(=O)(=O)NC4=NCCCCC4)c3)s2)cc1	-2	1	-3	7	0	0.9	5	-0.53	3	101	1655
CCOc1ccc(Nc2nc(Cc3nnc(SCC(=O)NCC4CCCO4)n3C)cs2)cc1 (stereo unspecified)	5	1	6	-3	2	1	-5	x	-8	99	1269
CC1(C)Cc2c(ccc3ccccc23)/C(=C/C#N)N1	2	1.1	5	7	-3	0.9	0	x	-4	106	1483
Cc1ccsc1CNn1cnnc1SCc1ccc(Cl)cc1	6	1	12	31	-4	0.7	-3	x	7	91	1691
CSc1ccc(CN(C)C(C)C(=O)Nc2ccc(F)c(F)c2F)cc1 (stereo unspecified)	0	1	0	-13	2	1.1	-5	-0.38	1	102	1693
COc1cccc(-c2nn(C)c3sc(C(=O)N4CCN(c5ccccn5)CC4)cc23)c1	4	1.1	18	7	10	0.9	12	x	3	90	1665
CC(C)(C)C1=C(C#N)C(c2ccncc2)C(C#N)=C(N)O1 (stereo unspecified)	2	1	-3	10	2	0.9	-3	-1.6	3	106	1462
O=C(NNc1nc2c(F)cccc2s1)c1ccc(F)cc1	3	1	1	-46	-3	1.5	5	0.091	9	100	1429
CCC(=O)NC(c1ccc(C)cc1)c1cc([N+](=O)[O-])c2cccnc2c1O (stereo unspecified)	10	0.8	3	48	13	0.5	4	1	6	96	1769
CCOC(=O)c1nn(-c2ccc(C)c(C)c2)cc1O	0	1	4	14	-1	0.9	0	-0.91	-6	102	1470
CCN(Cc1ccccc1)c1ccc(/C=C(\C#N)c2ccccn2)cc1	-1	0.9	-21	0	-74	1	-3	x	-6	113	1339
C(=N\N(Cc1ccccc1)c1ccccc1)/c1ccco1	4	1	7	-3	8	1	4	0.27	0	99	1513
CC(C)=C1C2CCC1C(C(=O)NCc1ccccc1)C2C(=O)O (stereo unspecified)	1	1.1	0	4	1	1	-4	x	8	104	1427
COCCCNC(=O)Cn1c(=O)n(CC(=O)NCCc2ccc(OC)c(OC)c2)c(=O)c2sccc21	2	1.1	0	4	2	1	-4	-0.19	0	100	1633
Cc1cc(NC(=O)C(=O)NCCN2CCN(S(C)(=O)=O)CC2)ccc1Br	3	1	12	2	3	1	3	0.29	2	91	1479
COc1ccc(-c2nc(C#N)c(NCCCN3CCOCC3)o2)cc1	-1	1	6	2	-9	1	-3	x	2	100	1376
COCCn1c(-c2ccc(Cl)cc2)cnc1SCC(=O)NCc1cccs1	8	1.1	15	-6	11	1.1	5	0.63	7	94	1652
COc1ccc(-c2csc(Nc3ccc(S(N)(=O)=O)cc3)n2)cc1OC	0	1	26	8	16	0.9	2	0.81	7	80	1582
COc1ccccc1N1CCN(S(=O)(=O)c2c(C)[nH]c(=O)[nH]c2=O)CC1	-5	1	10	1	-4	1	-12	0.49	-6	102	1414
CN1CCN(C(=O)C2CC(c3ccc(F)cc3)=NO2)CC1 (stereo unspecified)	3	1.1	12	-1	-10	1	-1	x	-8	98	1445
Cc1cc(-c2nn3c(-c4ccccc4)nnc3s2)c2ccccc2n1	10	1	-66	15	31	0.9	2	0.15	-2	156*	1700
CN(C)c1nnnn1-c1ccc(Oc2ccccc2)cc1	9	1	18	-9	5	1.1	2	x	6	87	1616
COC(=O)c1ccccc1NC(=S)N(Cc1ccc2c(c1)OCO2)Cc1cc2cc(C)ccc2[nH]c1=O	-2	1	2	-19	8	1.2	2	-0.32	3	97	1661
COc1ccc(CN2C(=O)[C@@H]3C(c4ccc(F)cc4)=NO[C@@H]3C2=O)cc1	4	1	1	9	1	0.9	3	x	-3	99	1509
COc1cc(OC)c(-c2nc3cnccc3n2C)cc1OC	8	1	2	6	-3	0.9	-1	x	-4	101	1630
CCN(CC)S(=O)(=O)c1cc(NC(=O)COC(=O)CCC(=O)c2ccc(F)cc2)ccc1C	4	1	-5	-3	-3	1	6	-0.83	-1	105	1391
O=C(c1cccs1)N1CCn2c1nc1ccccc12	5	1	-8	-4	-29	1	5	0.45	-2	110	1437
Cc1ccc(-n2c(C)nc3oc4ccccc4c(=O)c3c2=O)cc1	9	1	-55	2	-19	1	7	x	1	149*	1603
O=C(COC(=O)c1ccc(S(=O)(=O)NCc2ccco2)cc1)Nc1ncc(Cl)cc1Cl	-3	1	-17	13	1	0.9	-4	-1.3	-1	112	1638
CCOC(=O)N1CCN(C(=O)c2ccc3nc(C)sc3c2)CC1	-5	1	-4	3	0	1	-8	1.1	2	107	1489
CC(C)CN(CC(C)C)S(=O)(=O)c1cc([N+](=O)[O-])ccc1N1CCCCCC1	4	1	10	14	6	0.9	4	x	9	96	1432
COc1ccc(C2C(C(=O)N3CCOCC3)CCC(=O)N2c2ccc(OC)cc2)cc1 (stereo unspecified)	5	1.1	11	7	3	0.9	8	-0.018	7	93	1712
CCSc1nc2c([nH]c3ccccc32)c(=O)n1C	-5	1.1	-8	11	-2	0.9	6	x	-1	111	1527
CCCNC(=O)Cn1cnc2sc(C(=O)Nc3cc(OC)c(OC)c(OC)c3)c(C)c2c1=O	7	1.1	-7	10	7	0.9	1	0.02	3	106	1665
O=C(CN1c2cccc3cccc(c23)S1(=O)=O)N1CCOCC1	0	1.1	11	3	-3	1	9	0.53	-4	94	1427
COc1ccc(-c2nnn(CC(=O)N3CCN(c4ccccc4OC)CC3)n2)cc1OC	-1	1	6	-7	-20	1.1	4	0.1	1	97	1616
Cc1ccc(NCN2C(=O)C(=O)c3ccccc32)nc1	10	1	7	19	4	0.8	6	x	5	97	1690
C=CCc1cc(/C=C2/NC(=O)N(CC)C2=O)cc(OCC)c1OCc1ccc(C(=O)O)cc1	-8	1	8	0	12	1	-2	x	0	94	1394
Next results follow:
SMILES	PPARg SRC2 recr	TNAP act hi DEA	STAT3 blocker	bIAP inhibitor	STAT1 blocker	bIAP activator	PPARg SRC1 recr	ROMK primary	PPARg SRC-3 ag	STAT3 act	SRC2 TRFRET art
COc1cc(C2CC(=O)c3cnc(NC(C)=O)nc3C2)cc(OC)c1OC (stereo unspecified)	7	1	3	4	-2	1	-5	0.22	3	100	1321
COc1cccc(N=c2oc3ccccc3cc2-c2nc3ccccc3[nH]2)c1	1	1	-47	-12	-51	1.1	-2	0.33	4	143*	1418
Cc1cc(/C=C(\C#N)C(=O)NC2CC2)c(C)[nH]1	3	1	-38	8	-51	0.9	-6	0.41	2	132	1449
Cc1nn(C)cc1CNC(=O)C1C2CCC(O2)C1C(=O)O (stereo unspecified)	-4	1	-1	10	1	0.9	-2	-0.055	-6	102	1402
O=C(NCc1ccccc1)N1CCn2c(nc3ccccc32)C1	14	1	13	-13	4	1.1	-4	x	5	91	1680
CCCC(=O)Nc1cc(=O)n(C)c(=O)n1C	-4	1	-13	-1	5	1	-6	x	9	119	1555
O=C(NCCO)C(F)(F)C(F)(F)C(F)(F)OC(F)(C(=O)NCCO)C(F)(F)F (stereo unspecified)	5	1	13	-4	-1	1	2	0.086	-2	94	1567
Fc1ccccc1Cc1noc(CN(Cc2ccccn2)CC2CCCO2)n1 (stereo unspecified)	-1	1	3	4	-5	1	5	0.13	-2	108	1528
O=C(Nc1cccc(S(=O)(=O)N2CCOCC2)c1)c1cnccn1	-4	1	4	-17	-4	1.2	2	0.94	0	98	1476
CC(C)c1ccc(NS(=O)(=O)c2cn(C)c(=O)n(C)c2=O)cc1	12	1	13	6	-2	0.9	8	x	-4	97	1720

Arranged by value in bIAP inhibitor (smallest number first): 4 from the list above.
Structure	bIAP inhibitor
O=C(NCc1ccccc1)N1CCn2c(nc3ccccc32)C1	-13
O=C(NCCO)C(F)(F)C(F)(F)C(F)(F)OC(F)(C(=O)NCCO)C(F)(F)F (stereo unspecified)	-4
Fc1ccccc1Cc1noc(CN(Cc2ccccn2)CC2CCCO2)n1 (stereo unspecified)	4
Cc1cc(/C=C(\C#N)C(=O)NC2CC2)c(C)[nH]1	8

Other structures
SMILES	PPARg SRC2 recr	TNAP act hi DEA	STAT3 blocker	bIAP inhibitor	STAT1 blocker	bIAP activator	PPARg SRC1 recr	ROMK primary	PPARg SRC-3 ag	STAT3 act	SRC2 TRFRET art
COc1ccc(-c2cnc(OC(C)(C)C)nc2OC(C)(C)C)cc1OC	-7	1	8	10	-1	0.9	4	-0.14	-4	96	1440
O=C(C1CCCCC1)N1CCC(c2nc3ccccc3[nH]2)CC1	6	1	1	-12	0	1.1	-4	x	3	104	1301
CCc1nnc(NC(=O)[C@@H](NC(=O)c2cccc(C)c2)C(C)C)s1	4	1	-3	-30	14	1.3	4	x	-3	101	1379
Cc1ccc(S(=O)(=O)Nc2ccc3c(c2)nc(CN2CCCC2)n3C)cc1	5	1.1	-1	9	7	0.9	1	0.39	6	101	1576
COC(=O)c1cc2nc(-c3ccc(OC)cc3)cc(C(F)(F)F)n2n1	-7	1.1	8	0	5	1	-1	x	4	96	1688

Structures above marked active in ROMK primary.
SMILES,PPARg SRC2 recr,TNAP act hi DEA,bIAP inhibitor,STAT1 blocker,bIAP activator,PPARg SRC1 recr,ROMK primary,PPARg SRC-3 ag,STAT3 act
CCOC(=O)C1=C(N)OC(CCl)=C(C#N)C1c1ccsc1 (stereo unspecified),-1,1,10,2,0.9,-6,-3.5*,-1,100
